PREPL inhibitor = PREPL enzyme inhibitors, primary screen, biochemical, fluorescence polarization | Prolyl endopeptidase-like (Homo sapiens), Q4J6C6 | recombinant PREPL, fluorescence polarization activity-based probe | inhibition, % at 5.96 µM | 320,000 tested, 0.68% active | AID 2751, 2010; in the data active = inhibition above about 43%;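 note: 0% = enzyme with DMSO and 100% = wells lacking enzyme; many of its hits are not listed in these tables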
core dimer inh = inhibitors of HCV core protein dimerization, primary screen, biochemical, TR-FRET, high-throughput. TR-FRET GST/Flag-core106 dimerization, 1536-well. inhibition, % at 5 µM. 300,000 tested, 0.33% active;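 active = inhibition above the mean of all tested compounds plus 3 SD, set per screening campaign, cut at about 45% in these data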
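System: GST/Flag-tagged HCV core106 proteins. Incubation: compound-protein-antibody incubation 4 h at 22.5 °C. Technique: HTRF with 340 nm excitation, 617/671 nm emission. Medium: KF-containing HEPES buffer, pH 7.45, DTT, CHAPS, BSA. Read-out: inhibition (%) from 671 over 617 nm ratio. Also added: Eu(K)-anti-GST 90 ng/mL plus XL665-anti-Flag 1 µg/mL.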
PP1 counter = PP1-alpha phosphatase inhibitors, primary screen, counter-screen for PP5 inhibitor project, biochemical, fluorescence, OMFP substrate, single point; Serine/threonine-protein phosphatase PP1-alpha catalytic subunit (Homo sapiens), P62136; purified PP1alpha; inhibition, % at 6.7 µM; 320,000 tested, 0.9% active; AID 2235, 2010;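 active = inhibition above the mean inhibition of all tested compounds plus 3 SD, computed separately for each screening campaign, cut at about 15% in these data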
Target sequence (P62136 whole entry, looked up): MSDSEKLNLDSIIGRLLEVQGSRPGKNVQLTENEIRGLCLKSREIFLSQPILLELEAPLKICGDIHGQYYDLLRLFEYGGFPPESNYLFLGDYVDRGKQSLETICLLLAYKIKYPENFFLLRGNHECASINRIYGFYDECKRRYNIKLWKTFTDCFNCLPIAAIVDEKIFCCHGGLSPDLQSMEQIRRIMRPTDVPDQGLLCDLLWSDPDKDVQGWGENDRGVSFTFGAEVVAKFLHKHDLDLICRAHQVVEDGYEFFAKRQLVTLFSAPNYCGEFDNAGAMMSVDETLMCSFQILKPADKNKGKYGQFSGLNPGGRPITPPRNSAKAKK
TPT1 inhibitor = Candida albicans TPT1 enzyme inhibitors, primary screen, biochemical, fluorescence polarization | recombinant caTPT1, FP RNA substrate dephosphorylation | tRNA 2'-phosphotransferase TPT1 (Candida albicans SC5314) | inhibition, % at 5 µM | 300,000 tested, 0.81% active | AID 1962, 2009;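 active = inhibition above the mean of all tested compounds plus 3 SD, set per screening campaign, cut at about 24% in these data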;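 note: plate controls were DMSO alone for no effect and ferristatin control at 100 nM for full effect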
Efflux pump mplx = inhibitors of Candida efflux pumps in yeast, primary screen, S. cerevisiae, Nile Red, multiplex | S. cerevisiae Candida pump triplex | inhibition, % at 10 µM | 330,000 tested, 0.44% active | AID 485275, 2010;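 active = plate passing quality check with inhibition over a set limit, or well fluorescence over plate mean plus 4 SD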;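 note: Nile Red retained in pooled yeast measured as flow cytometry median fluorescence; 0% = buffer negative control and 100% = Enniatin B positive control; higher means more Nile Red kept so more efflux inhibition; some compounds called inactive have numbers as strong as hits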
EBNA-1 inhibitor = EBNA-1 DNA-binding inhibitors, primary screen, biochemical, fluorescence polarization | inhibition, % at 14.8 µM | 300,000 tested, 0.34% active | AID 1950, 2009; in the data active = inhibition above about 28%
ZTA DNA inh = blocks Epstein-Barr virus ZTA, an EBNA-1 counter-screen. 320,000 tested, 0.15% active. inhibition, % at 11 µM. ZTA-DNA binding, fluorescence polarization; in the data active = inhibition above about 33%
Target sequence (P03206 whole entry, looked up): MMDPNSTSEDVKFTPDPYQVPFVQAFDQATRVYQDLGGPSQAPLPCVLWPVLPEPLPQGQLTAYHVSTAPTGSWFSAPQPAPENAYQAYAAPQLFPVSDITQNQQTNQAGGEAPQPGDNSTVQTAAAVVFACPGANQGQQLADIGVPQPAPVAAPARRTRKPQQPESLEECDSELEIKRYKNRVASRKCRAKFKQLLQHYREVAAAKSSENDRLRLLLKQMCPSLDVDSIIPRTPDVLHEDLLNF
CTSL1 counter = Fasciola hepatica cathepsin L1 inhibitors, primary screen, counter-screen for PFM18AAP inhibitor project, biochemical, QFRET, fluorogenic peptide substrate. inhibition, % at 5.96 µM. 300,000 tested, 0.49% active. recombinant F. hepatica cathepsin L1, Z-Leu-Arg-MCA fluorescence;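 active = inhibition above the mean of all tested compounds plus 3 SD, set per screening campaign, cut at about 17% in these data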;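 note: 0% = plate median of test compound wells and 100% = 1 µM Z-Phe-Ala-diazomethylketone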
PP5 inh = PP5 phosphatase inhibitors, primary screen, biochemical, fluorescence; Serine/threonine-protein phosphatase 5 (Homo sapiens), P53041; purified PP5c, OMFP substrate fluorescence; inhibition, % at 6.7 µM; 320,000 tested, 0.18% active; AID 1987, 2009;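 active = inhibition above the campaign's mean inhibition across all tested compounds plus 3 SD, cut at about 9.5% in these data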;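 note: 0% = DMSO only and 100% = 100 µM cantharidin control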
Target sequence (P53041 whole entry, looked up): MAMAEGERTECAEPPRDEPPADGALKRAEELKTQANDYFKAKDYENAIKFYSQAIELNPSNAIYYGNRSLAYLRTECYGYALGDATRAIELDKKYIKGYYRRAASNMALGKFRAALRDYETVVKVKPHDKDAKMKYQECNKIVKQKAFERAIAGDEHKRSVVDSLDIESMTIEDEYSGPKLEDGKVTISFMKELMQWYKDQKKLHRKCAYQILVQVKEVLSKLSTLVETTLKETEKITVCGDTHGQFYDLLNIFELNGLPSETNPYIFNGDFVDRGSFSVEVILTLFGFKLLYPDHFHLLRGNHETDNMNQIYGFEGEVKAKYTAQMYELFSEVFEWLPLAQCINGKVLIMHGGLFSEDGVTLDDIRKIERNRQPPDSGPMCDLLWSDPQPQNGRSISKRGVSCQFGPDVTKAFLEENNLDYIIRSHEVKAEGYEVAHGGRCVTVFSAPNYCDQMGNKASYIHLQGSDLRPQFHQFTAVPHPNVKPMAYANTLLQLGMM
* hit, by the source's call; · = not tested or not shown.

SMILES	PREPL inhibitor	core dimer inh	PP1 counter	TPT1 inhibitor	Efflux pump mplx	EBNA-1 inhibitor	ZTA DNA inh	CTSL1 counter	PP5 inh
C[n+]1cccc(/C=N/NC(=O)CC23CC4CC(CC(C4)C2)C3)c1	-3.7	4.2	-4.6	-5.2	0.0	2.9	-2.2	1.4	1.0
Cc1ccc(/C=C/C(=O)OCC(=O)Nc2cccc(S(=O)(=O)N(C)C)c2)o1	6.0	5.5	-6.7	1.1	0.1	6.2	-0.9	-7.1	2.8
Cc1c2c(n3c(nc4ccccc43)c1C#N)N(CCN(C)C)CC2	25.2	-0.6	-2.1	0.8	-0.1	13.5	2.6	-1.1	-0.1
COC(=O)Cn1c(C(F)(F)F)nc2ccccc21	-1.3	-2.1	0.0	-3.1	0.1	5.7	-22.6	-5.5	-0.2
CCOc1ccc(C(=O)NCC(=O)N2CCN(C/C=C/c3ccccc3)CC2)cc1OCC	-46.0	2.9	-9.9	0.1	0.0	-8.3	-1.0	1.4	-0.2
O=C(/C=C/c1ccccc1)N(Cc1cccc(Cl)c1)C1CCS(=O)(=O)C1 (stereo not given)	-5.2	4.7	2.8	-0.5	-0.1	3.0	-30.5	0.6	6.1
Cc1nnc(Sc2nc3c(c(=O)n(C)c(=O)n3C)n2Cc2ccc(Cl)cc2)s1	-0.9	1.4	2.5	0.7	-0.3	-5.8	0.9	-0.6	0.8
CC(C)Nc1nc(SCC(=O)Nc2ccccc2)nc(N2CCOCC2)n1	-0.8	-1.8	-0.2	-3.5	-0.1	-2.2	-1.0	-3.5	1.5
O=C(CN1CCCCC1)Nc1ccccc1NC(=O)CN1CCCCC1	-5.9	4.5	-4.5	-2.6	0.0	5.0	10.6	-1.3	-0.3
Cc1cccc(N(C(=O)c2csnn2)C(C(=O)NC(C)(C)C)c2ccncc2)c1 (stereo not given)	5.0	-3.9	1.8	-0.1	0.0	-4.5	-1.8	-2.9	3.1
NC(=O)c1ccc(NC(=O)COC(=O)/C=C/c2cccs2)cc1	-3.3	-2.6	-4.2	-2.5	0.0	-2.9	-7.4	-15.4	2.8
O=C(CCCCCN1C(=O)c2ccccc2C1=O)Nc1ccc2c(c1)OCCO2	2.7	17.5	1.5	0.2	-0.1	2.9	10.2	-3.7	0.2
S=c1[nH]nc(CCc2ccccc2)n1-c1ccc(Cl)cc1	-11.1	4.3	-5.5	0.8	0.2	2.4	18.3	4.3	-1.7
CCCc1nc2cc3c(cc2[nH]1)n(C)c(=O)n3C	6.2	-1.1	-0.8	-4.5	-0.3	4.0	15.2	-4.3	-0.3
CCOC(=O)C(c1ccccc1)N1CCN(c2ccc(OC)cc2)CC1 (stereo not given)	9.1	4.5	-3.3	2.6	0.1	-4.9	-2.3	-1.3	0.3
CCOC(=O)CC1C(=O)NC2CCCCC2N1C(=O)Nc1ccc(Cl)cc1 (stereo not given)	-0.4	-2.5	-0.2	0.4	0.0	11.6	5.5	0.2	-0.9
CCOC(=O)c1c(NC(=O)c2cccs2)sc(C(=O)N(C)C)c1C	-0.7	6.2	-0.5	8.7	-0.1	-1.9	4.2	2.4	-0.4
CC(=O)Nc1ccc(NC(=O)CCCN2C(=O)c3ccccc3C2=O)cc1	2.1	-1.9	-5.4	0.0	0.0	-1.8	0.4	-2.6	1.2
CCOc1ccccc1N1CC(C(=O)N(CC)CC(=O)Nc2ccc3c(c2)OCCO3)CC1=O (stereo not given)	5.2	-4.8	-2.6	3.9	0.1	-1.6	-9.9	0.5	1.9
CCOC(=O)[C@H]1[C@H]2COc3cc(OC)ccc3[C@@H]2N2C(=O)c3cc(F)c(F)cc3NC(=O)[C@@]12C	11.7	1.0	-2.6	-0.6	·	-8.3	0.2	-4.2	-3.6
O=C(Cn1cnc2ccccc21)N1CCN(S(=O)(=O)c2ccccc2)CC1	-2.3	-0.6	4.1	1.3	0.0	-7.6	-12.6	1.9	0.2
COc1ccc(OC)c(NC(=O)C2CCCCC2)c1	-0.6	-1.4	-1.9	1.8	0.0	-2.4	-1.0	-1.0	1.3
COC(=O)c1cc2oc3ccccc3c2n1Cc1ccccn1	2.8	-3.0	-1.4	-2.3	0.1	-10.0	-6.8	-3.0	4.2
Cc1cc(C(C)(C)C)c(O)c(C(C)(C)C)c1	4.4	-3.8	-1.1	-3.0	0.0	6.2	-7.9	-3.1	-0.8
COCc1c(C(=O)N/N=C/c2c[nH]c3ccccc23)nnn1-c1nonc1N	12.2	-12.0	0.8	-2.0	-0.2	-9.8	-18.6	-1.4	1.4

Continuation.
SMILES	PREPL inhibitor	core dimer inh	PP1 counter	TPT1 inhibitor	Efflux pump mplx	EBNA-1 inhibitor	ZTA DNA inh	CTSL1 counter	PP5 inh
Cc1ccc(S(=O)(=O)N2CCN(C(=O)CN3CCCCC3)C2)cc1	13.8	5.7	-4.8	0.3	-0.1	-25.3	-14.3	8.2	-6.4
CCc1nn(-c2ccccc2)c(N)c1C#N	11.5	0.4	-3.3	-0.4	0.1	3.8	9.3	-1.4	3.9
COc1ccccc1C(=O)N1CCN=C1c1ccccc1	0.0	0.3	-1.5	-0.1	0.0	11.9	7.7	0.0	-2.6
CC(/C=N/NC(=O)c1ccccc1F)c1ccccc1 (stereo not given)	2.4	-9.0	3.7	0.3	0.0	-1.5	-7.7	-2.7	-0.6
N/C(=N\OC(=O)c1cc(Cl)ccc1Cl)c1ccccn1	-3.5	0.9	-2.6	-4.6	0.0	-1.6	-7.5	-2.0	2.1
Fc1ccc(N/N=C2/CC(c3ccccc3)Oc3ccccc32)c(F)c1 (stereo not given)	-12.8	2.5	2.0	1.4	-0.1	5.5	-16.3	-2.6	-0.6
O=C(COC(=O)CCSc1ccccc1)NCc1ccccc1	2.1	-3.1	-4.2	-0.1	0.1	-5.0	-11.5	-53.8	-0.6
Cc1nn2cc(-c3ccccc3)nc2s1	15.2	-3.7	-2.0	-2.9	0.0	-0.6	9.3	-0.4	-1.4
O=C(Oc1ccccc1OC(=O)N1CCOCC1)N1CCOCC1	5.5	0.0	-1.2	-3.6	0.0	-12.6	-5.2	1.4	1.7
O=C1OC(c2ccccc2)=N/C1=C\C=C\c1ccccc1[N+](=O)[O-]	-10.3	41.4	0.4	-1.4	0.4	0.2	-17.6	6.9	1.8
Cc1ccc2c(c1)C(SCC(=O)NCCc1ccccc1)CC1(CCCC1)O2 (stereo not given)	-2.2	5.8	-0.1	-1.8	-0.1	-3.3	-7.6	2.2	-0.1
CC(C)(C)n1ncc2c(=O)n(Cc3ccc(Cl)c(Cl)c3)cnc21	11.3	9.7	2.7	-0.3	0.0	5.7	-3.6	2.6	0.8
CCc1cc(=O)oc2c(C)c(OC(C)C(=O)N3CC[C@@]4(O)CCCC[C@H]4C3)ccc12 (stereo not given in full)	10.5	4.1	0.6	-0.2	0.1	8.2	-5.0	1.1	1.8
Cn1cc(SCC(=O)N2CCOCC2)c2ccccc21	-3.9	0.7	-8.9	-0.7	-0.1	4.2	-12.5	-1.2	2.2
CCCSc1ccc2nc(NC(=O)OC)[nH]c2c1	2.4	5.0	-2.5	0.6	0.5	7.1	8.2	4.3	-1.6
CCCCCCCCNC(=O)c1cccnc1SCC(=O)Nc1ccc(OC)cc1OC	-0.9	6.4	2.0	-3.2	-1.7	8.0	5.5	1.4	-0.4
CCOCCCNC(=O)c1ccc2c(c1)N(CC)C(=O)c1ccccc1S2=O (stereo not given)	7.2	7.8	-1.9	-1.1	0.1	10.2	21.8	-2.3	-2.0
CN(CC(=O)Nc1ccccc1C(F)(F)F)C(=O)c1cc2c(s1)CCCCC2	13.9	3.9	-7.2	-0.1	0.1	-13.2	2.6	2.9	3.1
CCn1c(C)cc(/C=C2\NC(=O)N(CC(=O)Nc3ccc(F)cc3)C2=O)c1C	8.6	-3.6	1.4	-1.9	-0.1	8.2	-7.0	1.9	2.3
O=C(CN1CCCN(Cc2ccc(F)cc2)S1(=O)=O)NC1CCCC1	3.7	-6.0	-3.1	-2.0	0.2	-2.9	-12.8	-1.7	-0.5
CN(C)c1cc(N/N=C\c2ccccc2)nc(N(C)C)n1	4.8	-6.7	0.2	-1.6	-0.4	-4.1	-11.3	0.4	15.8*
NNC(=O)c1cc2cc(Oc3ccccc3)ccc2[nH]1	-9.6	4.4	5.0	-3.0	0.1	-3.6	3.7	-1.6	3.1
COc1cc(/C=C/C(=O)OCC(=O)N(C)C2CCS(=O)(=O)C2)ccc1OC(F)F (stereo not given)	8.4	7.2	-9.7	0.7	0.2	-4.0	0.8	-7.5	2.6
Nc1cc(C(=O)OCC(=O)NNC(=O)c2ccccc2)ccc1Cl	2.0	0.0	-5.4	-0.9	0.0	-8.0	11.6	-6.0	1.1
O=[N+]([O-])c1ccc2cn(-c3ccccc3)nc2c1	12.4	-13.7	2.1	-2.7	-0.6	0.6	0.8	0.5	0.8

Next part.
SMILES	PREPL inhibitor	core dimer inh	PP1 counter	TPT1 inhibitor	Efflux pump mplx	EBNA-1 inhibitor	ZTA DNA inh	CTSL1 counter	PP5 inh
C/C(=N/NC(=O)c1ccncc1)C1=C(O)CC(C)(C)CC1=O	11.5	-3.5	-2.1	-1.2	0.2	1.3	12.4	-8.1	-1.8
COc1cc(C(=O)N/N=C/c2ccc(OC(=O)N3CCOCC3)cc2)cc(OC)c1OC	5.3	-7.5	2.3	1.8	0.1	-2.9	7.2	-0.1	1.2
Cc1cc(C(=O)COC(=O)c2ccc(Cl)c(S(N)(=O)=O)c2)c(C)n1C1CC1	-5.8	11.7	-2.6	-2.4	0.1	0.6	6.1	-1.8	-0.9
CCCCCCc1cc2cc(-c3nnc(-c4ccccc4O)o3)c(=O)oc2cc1O	16.2	13.2	1.1	121.3*	0.5	4.5	-8.6	-0.7	-2.2
Cc1cc(NC(=O)COc2ccc([N+](=O)[O-])cc2)no1	9.4	·	2.6	·	0.2	·	-1.5	·	2.7
CN(CCCNC(=O)C1CCN(S(=O)(=O)N2CCC3(CC2)OCCO3)CC1)Cc1ccccc1	6.4	0.8	-0.3	1.0	-0.1	9.3	-0.8	-1.7	1.1
Cc1ccc(C)c(-n2cc(CNCCc3cnccn3)c(-c3ccccc3)n2)c1	8.5	-2.0	4.2	0.3	-0.1	2.6	13.1	0.7	-1.3
CC(=O)N1N=C(c2ccc(C)o2)CC1c1ccc(F)cc1 (stereo not given)	5.0	1.5	1.1	1.5	0.2	-6.5	7.6	-2.1	0.1
CCc1ccc(-c2cc(C)no2)cc1S(=O)(=O)Nc1ccc(Cl)cn1	10.7	7.6	1.7	-2.7	-0.3	2.2	5.3	0.0	-0.4
O=C(Nc1cccc(S(=O)(=O)NC2=NCCCCC2)c1)c1cc(-c2ccccc2)nc2ccccc12	7.0	9.6	1.7	-0.8	0.1	0.8	6.7	2.6	2.6
COc1ccc(NC(=O)COc2ccc(/C=N/n3c(C)nnc3C)cc2OC)cc1	12.6	-1.9	-3.3	-1.6	0.0	1.0	-8.5	4.6	1.3
CCCc1cc(NCCCn2ccnc2)n2nc(C)c(-c3ccccc3)c2n1	4.4	2.5	3.2	2.6	-0.1	4.8	11.2	1.3	-0.7

Screens deposited in PubChem BioAssay by several laboratories.

Some of the compounds tested. The share of hits here may be higher or lower than overall.
